Compound activity: PubChem BioAssay, National Center for Advancing Translational Sciences (NCATS)
TbPYK inhibitor – blocks Trypanosoma brucei pyruvate kinase | Q57TT1 | TbPYK enzyme, Kinase-Glo Plus ATP luminescence, 45 min | Potency, µM (top dose mostly 76.8 µM), for inactives: at the top dose activity, negative = inhibition, actives largely listed as inhibitors | 0.12% of 410,000 active; note: potency is the fitted concentration of half-maximal effect; % is set by controls: 0 for no effect and ±100 for the full control effect; nearly all actives have a fitted effect of over 50% in size
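In this concentration-response screen, enzyme-free wells defined baseline while DMSO plates tracked drift. Each reaction combined TbPYK, substrate, compound and 130 uM ADP for 45 min at room temperature. Kinase-Glo Plus luminescence gave the signal.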
Shiga inhibitor – Shiga toxin inhibition | Vero cells, Shiga toxin protein synthesis inhibition reporter | inhibition, % at 38.7 µM | 9.2% of 290,000 active | AID 2315; in the data active = inhibition mostly above about 28%, no sharp cut-off; inactive = mostly below about 43%; note: 0% is about no effect
AMA1-RON2 inh – AMA1-RON2 (P. falciparum) interaction inhibition | AlphaScreen AMA1-biotinylated RON2 peptide binding | Potency, µM (top dose mostly 58.2 µM), for the others: top-dose activity change, negative = inhibition, usual class: inhibitors | 0.2% of 360,000 active;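 note: potency is the fitted concentration of half-maximal effect; 0% = vehicle wells and -100% = peptide control; nearly all actives have a fitted effect of over 45% in size; some results filed as inactive show a strong effect at the top dose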
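AMA1 (3D7) with his tag at 25 nM final met compounds first, then biotinylated RON2 peptide at 25 nM; detection used donor plus acceptor beads, 10 µg/mL apiece, read by AlphaScreen after 30 min at room temperature.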
Cycloheximide cs – affects cycloheximide protein synthesis inhibition readout, counter-screen. cell reporter, cycloheximide protein synthesis inhibition counterscreen. max response, %. 12% of 300,000 active; in the data active = max response mostly above about 13%, no sharp cut-off; inactive = mostly below about 14%; note: read at 38.3 µM for the half of the compounds with a filed dose; 0% is about no effect
Pf growth 96h – inhibits malaria parasite growth, 96 h. P. falciparum luciferase reporter growth, 96 h. Potency, µM (top dose mostly 28.7 µM), for inactives: at the highest dose activity change, negative = inhibition, most hits filed as inhibitors. AID 504834. 6.9% of 320,000 active; note: potency is the fitted concentration of half-maximal effect; % is set by controls: 0 for no effect and ±100 for the full control effect
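Compounds incubated with erythrocytes infected by luciferase-expressing P. falciparum (2% hematocrit, 0.05% parasitemia final) for 96 hours, 37 C in 5% CO2. Growth inhibition scored as decreased luciferase luminescence.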
LmPK inh – blocks Leishmania mexicana pyruvate kinase activity | Q27686 | purified LmPK, Kinase-Glo ATP luminescence, 1 h | Potency, µM (series often up to 57.5 µM), for the others: at the top dose activity change, negative = inhibition, hits mostly inhibitors | 0.37% of 290,000 active | AID 1721; note: potency is the fitted concentration of half-maximal effect; % is set by controls: 0 for no effect and ±100 for the full control effect
Target sequence (Q27686 whole entry, looked up): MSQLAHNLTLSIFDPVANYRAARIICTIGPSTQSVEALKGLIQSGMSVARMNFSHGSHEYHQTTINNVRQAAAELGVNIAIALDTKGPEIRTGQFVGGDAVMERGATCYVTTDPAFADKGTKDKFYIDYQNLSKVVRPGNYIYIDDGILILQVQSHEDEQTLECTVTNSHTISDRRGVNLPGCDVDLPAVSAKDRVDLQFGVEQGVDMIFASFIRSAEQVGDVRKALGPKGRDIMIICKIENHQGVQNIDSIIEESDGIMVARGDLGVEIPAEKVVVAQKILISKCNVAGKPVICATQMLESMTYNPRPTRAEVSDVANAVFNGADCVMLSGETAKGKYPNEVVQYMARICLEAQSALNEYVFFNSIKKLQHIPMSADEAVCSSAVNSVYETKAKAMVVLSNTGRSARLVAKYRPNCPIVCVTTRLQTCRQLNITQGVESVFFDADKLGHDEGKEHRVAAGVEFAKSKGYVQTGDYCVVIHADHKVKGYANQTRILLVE
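qHTS format; LmPK 0.1 nM; substrates PEP 0.5 mM and ADP 0.1 mM. One-hour room-temperature incubation, then coupled luciferase luminescence; 0.5 nM enzyme wells mark activation.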
Pf growth 48h – P. falciparum growth inhibition at 48 hours (one generation) | P. falciparum luciferase growth in erythrocytes, 48 h | Potency, µM (doses to about 28.7 µM), for inactives: top-dose activity change, negative = inhibition, actives largely listed as inhibitors | 5.9% of 310,000 active | AID 504832; note: potency is the fitted concentration of half-maximal effect; % is set by controls: 0 for no effect and ±100 for the full control effect
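Firefly luciferase activity from engineered P. falciparum reports growth; inhibitors lower the luminescent signal. Cultures contained 2% hematocrit erythrocytes at 0.1% final parasitemia.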
An asterisk follows results filed as active; ? = inconclusive; · = no result given; & = joins results of further samples; [ ] = remark or other dose. Unless noted, calls come from the whole dose curve; as a rule, active = well fitted curve in the direction sought with a large enough effect; inconclusive = small, poorly fitted or top-dose-only effect, or another doubt; inactive = no such curve, though single readings can be large; an effect the other way counts as inactive or inconclusive.

SMILES	TbPYK inhibitor	Shiga inhibitor	AMA1-RON2 inh	Cycloheximide cs	Pf growth 96h	LmPK inh	Pf growth 48h
CN(C)S(=O)(=O)n1cnc([C@H]2c3c(ncn3Cc3ccccc3)C[C@H]3COC(=O)[C@@H]32)c1	-10%	·	-4%	·	?	·	36%[activator]
COCCNC(=O)CN1CCC(n2c(C)nc3cc(C(F)(F)F)ccc32)CC1	5%	-10	2%	5	·	6%	-7%
CCC1=NN2C(=N)/C(=C\c3ccc(OCCOc4ccccc4OC)cc3)C(=O)N=C2S1	-3%	·	28%	-3	-5%	2%	14%
CCN(CC(=O)Nc1c(F)cccc1F)C(=O)CCc1c[nH]c2ccccc12	1%	12	8%	-4	21%	-2%	-25%[5.75 µM]
COc1ccc(/C=N/N2C(=O)C3C4C=CC(CC4)C3C2=O)c(OC)c1 (centres undefined)	9%	55*	3%	45*	-23%	-4%	30%
Cc1ccc(S(=O)(=O)N2CCOCC2)cc1NC(=O)COC(=O)CSc1ccc(Br)cc1C	-5%	-4	1%	-3	-24%	5%	·
CCOC(=O)NN1C(=O)c2ccccc2NC1c1ccccn1 (centres undefined)	1%	-4	66%[activator]	10	10µM*	1%	8%
CC(C)Cn1c(N)c(C(=O)CSc2cc(Cl)ccc2Cl)c(=O)n(C)c1=O	·	-9	·	-1	-10%	0%	-14%
O=C(N/N=C/c1ccsc1)C1CC1	-1%	26	34%[activator]	30	5%	12%	29%
CCCCC(=O)Nc1ccc(C(=O)Nc2nnc(COC)s2)cc1	-1%	3	3%	1	22%	-3%	·
OC(CCc1cccc(Cl)c1)c1cccs1 (centres undefined)	4%	44*	-1%	35*	12%	-8%	·
N=c1sccn1CC(=O)Nc1ccc(SC(F)F)cc1	8%	11	-8%	9	-12%	5%	?
Cc1ccc(-n2nc3c(=O)n(CC(=O)NCCCc4ccccc4)nc(C)c3c2C)cc1	-2%	-3	-1%	-4	?	-5%	13%
C=CCN(c1ccccc1C(=O)NCC(=O)O)S(=O)(=O)c1ccc(C)cc1	1%	-13	20%	-2	5%	3%	17%
CCOC(=O)c1[nH]c(C(=O)O)c(CCC(=O)OC)c1C	-12%	-5	-2%	1	12µM*	1%	1%
CCOc1ccccc1N1CCN(C(=O)c2cccs2)CC1	-7%	·	-4%	-3	?	-2%	0%
CC(=O)NC(C(=O)OCC(=O)N(c1ccccc1)c1ccccc1)C(C)C (centres undefined)	-6%	-14	8%	-2	1%	-3%	-4%
O=S(=O)(c1ccc(F)cc1)c1nc(-c2ccccc2)oc1N1CCOCC1	2%	-13	-18%	9	-11%	0%	1%
Cc1cc(C)c2c(n1)sc1c(=O)n(CC(=O)c3ccccc3)cnc12	7%	31	-22%	19	57%[activator]	2%	49%[activator]
Nc1ccc(C(=O)O)cc1S(=O)(=O)O	-3%	-7	9%	-4	44%[activator]	0%	-1%
COc1ccccc1NC(=O)Nc1ccc(S(=O)(=O)Nc2onc(C)c2C)cc1	7%	·	-11%	·	14%	·	-8%
CCCc1nnc(NC(=O)c2cccs2)s1	-4%	39	-8%	13*	110%[activator]	-11%	22%
O=C(Nc1ccccc1)Nc1nnc(-c2cccs2)s1	2%	25	1%	29*	41%[activator]	2%	118%[activator]
CC(C)c1ncc([N+](=O)[O-])n1C	-1%	·	·	·	0%	·	-2%
CCOC(=O)N1CCN(C(=O)c2ccc(C#CC3(O)CCCCC3)cc2)CC1	-9%	41*	16%	31*	·	-11%	-13%
COc1cc(NC(=O)c2cccs2)c(OC)cc1NC(=O)c1ccco1	0%	5	25%	3	27%	16%	-18%
COC(=O)c1ccccc1NC(=O)c1cn(-c2ccc(C)c(C)c2)c(=O)c2ccccc12	-7%	-2	-7%	-3	7%	0%	?
COc1ccc(C=O)cc1COc1ccc2c(c1)OCO2	-3%	·	?	·	7%	·	11%
O=C(COC(=O)c1ccc(CNS(=O)(=O)c2ccc(F)c(Cl)c2)cc1)NC1CCCCCCC1	1%	-11	2%	-6	?	2%	-2%
CCCCSc1nc(O)c(Cc2ccccc2)c(=O)[nH]1	-4%	-24	11%	1	47%[activator]	-4%	16%
Cc1cc(NC(=O)CSc2ccc3nnc(-c4cccnc4)n3n2)no1	-1%	-1	-1%	0	29%	4%	·
Cc1cccc(C(C)C)c1NC(=O)CN(C)Cc1cccc(F)c1	-12%	-12	21%	-3	?	1%	?
CC(OC(=O)CCC(=O)c1ccccc1)C(=O)Nc1ccc(F)cc1 (centres undefined)	0%	·	-8%	·	5%	·	-1%
CC(=O)Nc1ccccc1C(=O)C(=O)Nc1cccc(C(=O)NC2CC2)c1	2%	33	-6%	12	1%	4%	-4%
O=C(Nc1ncc(Br)s1)C(Cc1ccccc1)n1cccc1 (centres undefined)	-1%	-4	33%[activator]	-5	?	8%	·
COc1ccc(NC(=O)CN(C)C(=O)c2cccc(-n3cccc3)c2)cc1	7%	·	-18%	·	-3%	·	0%
Cc1ccc(C2=Nc3ccccc3N(C(=O)c3ccccc3)C(C)C2)cc1 (centres undefined)	-18%	-6	-11%	-1	12µM*	0%	?
CC(=O)Nc1ccc(OCC(O)CNC(C)C)cc1 (centres undefined)	-1%&-9%	·	-4%	·	-16%	·	6%
Cc1c(NS(C)(=O)=O)cccc1-c1nc2cccnc2s1	0%	154*	3%	32*	42%[activator]	-1%	49%[activator]
O=P(OC1CCS(=O)(=O)C1)(c1ccccc1)c1ccccc1 (centres undefined)	-7%	12	-8%	-1	28%	-3%	-3%
COc1ccc(NC(=O)c2ccc(-c3nn(C)c(=O)c4ccccc34)cc2)cc1	0%	-10	27%	-2	429%[activator]	0%	-20%
CCC1=NN2C(=N)/C(=C/c3ccc(OS(=O)(=O)c4ccccc4)c(OC)c3)C(=O)N=C2S1	1%	45	31%[activator]	-2	?	-7%	7%
CCCNC(=O)Nc1cccc(C(=O)OC)c1	1%	-10	4%	1	129%[activator]	0%	32%[activator]
COc1ccc(C(C)=O)cc1COC(=O)CNC(=O)c1ccccc1F	0%	-8	14%	8	17%	0%	18%
CCn1c(SCC(=O)c2ccc(Cl)cc2)nnc1-c1cccs1	3%	25	8%	23	-12%	-7%	·
O=C(Nc1nccc(-c2cccs2)n1)c1cccs1	2%	67*	-13%	31*	28%	-4%	36%[activator]
Cc1sc2nc(C)n(/N=C/c3ccc(O)cc3O)c(=O)c2c1C	3%	19	45%[activator]	-1	-2%	0%	-30%
O=C(CCN1C(=O)COc2ccccc21)NCCCN1CCN(c2ccccc2F)CC1	-7%	-24	0%	-1	2.6µM*	1%	-16%
O=C(/C=C/c1cccc([N+](=O)[O-])c1)NCC1CCCO1 (centres undefined)	-2%	2	-18%	6	0%	3%	19%
O=C(O)CCc1ccc(-c2ccc(Br)cc2)n1Cc1ccco1	-3%	-9	-14%	2	10%	3%	5%
CCN(CC)c1ccc(NS(=O)(=O)c2ccc(-c3ccc(=O)[nH]n3)o2)c(C)c1	-11%	-5	-10%	7	-4%	-8%	?
O=C(CCC(=O)Nc1ccc(F)cc1)N/N=C/c1ccc(Br)cc1	-2%	-7	-2%	-2	3.7µM*	8%	-7%
Clc1ccc(OCc2nnc(-c3ccccc3Br)o2)cc1	0%	49	23%	12*	8%	1%	6%
C=CCNC(=O)/C(=C/c1ccc(Br)cc1)NC(=O)c1ccccc1OC	4%	12	-19%	6	-12%	-1%	1%
N/C(=N\OC(=O)N1CCOCC1)c1ccc(Cl)cc1	-6%	53*	5%	55*	?	-1%	9.3µM*
CCOc1ccc(NS(=O)(=O)c2ccc(NC(=S)NC(C)=O)cc2)cc1	1%	-11	-6%	-1	3.7µM*	9%	?
Cc1ccc2cccc(Oc3nnnn3-c3ccccc3)c2n1	-4%	-17	21%	-3	·	7%	-7%
O=C(NCc1ccccc1)c1ccc2nc(N3CCOCC3)sc2c1	-4%	11	7%	11	-1%	0%	11%
C/C(=C(\C#N)C(=O)NCCN1CCOCC1)N(C)C	2%	-5	11%	10	38%[activator]	-8%	11%
Cc1c(C(=O)Nc2ccccc2)oc2c1C(=O)CC(C)(C)C2	-4%	82*	0%	33*	·	0%	24%
Further results
SMILES	TbPYK inhibitor	Shiga inhibitor	AMA1-RON2 inh	Cycloheximide cs	Pf growth 96h	LmPK inh	Pf growth 48h
Cc1ncc([N+](=O)[O-])n1CC(=O)NC1CCCCC1	5%	-15	-1%	-2	-8%	2%	-12%
COc1ccc(NC(=O)CCN2C(=O)NC3(CCCC3)C2=O)cc1Cl	2%	·	0%	·	-9%	·	3%
Cc1ccc(S(=O)(=O)N(C(=O)c2ccncc2)c2ccc3oc4c(c3c2)CCCC4)cc1[N+](=O)[O-]	1%	-5	-12%	2	8%	3%	-2%
COc1ccc(-n2c(SCc3cn4c(C)cccc4n3)nc3ccccc3c2=O)cc1OC	-22%	-14	-23%	-3	?	-5%	0%
NS(=O)(=O)c1ccc(NC(=O)/C=C/c2cccs2)cc1	-3%	35	1%	11*	21%	-4%	6%
CCOC(=O)Cn1c(=N)n(CCOc2ccc3ccccc3c2)c2ccccc21	14%	-13	-10%	7	·	-6%	-29%
Cn1sc(NC(=O)c2cccc(Cl)c2)nc1=O	-5%	51*	20%	16	5%	-16%	46%[activator]
Cc1cc(Cn2nnc(-c3ccc(Br)cc3)n2)cc(C)c1O	-7%	·	-9%	·	1%	·	?
CCC(C)[C@H](NC(=O)C1CC(=O)N(c2ccc3c(c2)OCO3)C1)C(=O)NC1CCCCC1 (some centres undefined)	-7%	-3	-4%	13	24%	-2%	11%
Cc1ccc(SCC(=O)NC(=O)Nc2ccc3c(c2)OCCO3)c(C)c1	-4%	-6	0%	-4	488%[activator]	-3%	14%
Fc1ccc(CNC(=S)NCc2ccc(F)cc2)cc1	1%	-1	-7%	-4	-7%	5%	?
CCc1nc(SCc2ccccc2)n[nH]1	-1%	58*	9%	25*	12%	4%	42%[activator]
CCCc1nc2ccccc2c(=O)n1NC(=O)c1c(O)c2ccccc2[nH]c1=O	1%	110*	35%[activator]	-1	12%	0%	7%
C[C@H]1O[C@H](O[C@H]2[C@H](O[C@@H]3CC[C@@]4(C)C(CC[C@]5(C)C4CC=C4[C@@H]6CC(C)(C)CC[C@]6(C(=O)O[C@@H]6O[C@H](CO)[C@@H](O)[C@H](O)[C@H]6O)CC[C@]45C)C3(C)C)O[C@H](C(=O)O)[C@@H](O)[C@@H]2O)[C@@H](O)[C@@H](O)[C@@H]1O (some centres undefined)	5%	·	0%	·	0%	·	13%

4 entries already listed, ordered by formula weight, largest number first.
SMILES	TbPYK inhibitor	Shiga inhibitor	AMA1-RON2 inh	Cycloheximide cs	Pf growth 96h	LmPK inh	Pf growth 48h
COc1ccc(-n2c(SCc3cn4c(C)cccc4n3)nc3ccccc3c2=O)cc1OC	-22%	-14	-23%	-3	?	-5%	0%
CCC(C)[C@H](NC(=O)C1CC(=O)N(c2ccc3c(c2)OCO3)C1)C(=O)NC1CCCCC1 (some centres undefined)	-7%	-3	-4%	13	24%	-2%	11%
CCOC(=O)Cn1c(=N)n(CCOc2ccc3ccccc3c2)c2ccccc21	14%	-13	-10%	7	·	-6%	-29%
COc1ccc(NC(=O)CCN2C(=O)NC3(CCCC3)C2=O)cc1Cl	2%	·	0%	·	-9%	·	3%
